# Screens (PubChem)
# Luciferase inh: qHTS Assay for Inhibitors of Firefly Luciferase. Luciferin 4-monooxygenase (Photinus pyralis), P08659. purified firefly luciferase, luminescence, 8 min. Potency, µM (doses to about 57.1 µM), without a hit: at the highest dose activity change, negative = inhibition, most hits filed as inhibitors. 72,000 tested, 2.2% active; active = well fitted inhibition curve with a large enough effect; inconclusive = small, poorly fitted or top-dose-only effect; also: potency is read from the fitted curve at half-maximal effect; % is scaled to controls: 0 for no effect and ±100 for the full control effect; nearly all actives have a fitted effect of over 40% in size
# Target sequence (P08659 whole entry, looked up): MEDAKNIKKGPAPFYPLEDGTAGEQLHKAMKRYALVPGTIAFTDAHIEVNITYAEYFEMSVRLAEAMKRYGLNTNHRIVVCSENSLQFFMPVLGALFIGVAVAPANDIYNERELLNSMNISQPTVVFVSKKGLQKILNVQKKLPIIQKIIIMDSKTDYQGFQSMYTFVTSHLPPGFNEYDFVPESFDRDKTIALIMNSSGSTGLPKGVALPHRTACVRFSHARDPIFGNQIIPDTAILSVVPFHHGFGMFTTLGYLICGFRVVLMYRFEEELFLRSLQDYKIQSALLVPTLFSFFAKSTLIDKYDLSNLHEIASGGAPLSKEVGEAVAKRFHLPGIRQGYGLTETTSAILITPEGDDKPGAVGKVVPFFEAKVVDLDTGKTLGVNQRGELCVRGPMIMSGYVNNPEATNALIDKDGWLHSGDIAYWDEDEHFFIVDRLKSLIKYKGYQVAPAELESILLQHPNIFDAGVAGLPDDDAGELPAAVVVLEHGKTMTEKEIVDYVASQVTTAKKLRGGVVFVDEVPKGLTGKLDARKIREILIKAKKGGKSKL
#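 Titration-based qHTS; buffer 50 mM imidazole pH 7.2, 50 mM KCl, 7 mM MgCl2, 10 uM ATP, 0.01% Tween 20, 0.05% BSA; luciferase/luciferin detector mix added after compound; 8 min, ambient; luminescence.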
# A350 fluor: qHTS Assay for Spectroscopic Profiling in A350 Spectral Region; Compound autofluorescence, 340/450 nm, Alexa 350 dye-equivalents; stronger effect = higher value; max dye-equivalent concentration, M; 59,000 tested, 11% active; in the data active = max dye-equivalent concentration above about 10 nM; inconclusive = mostly about 1.1 nM to 9.6 nM
# The depositor's hits bear a star; i = inactive; u = inconclusive; [ ] = another dose, or the depositor's remark. These rows are one share of the data. The share of hits here may be higher or lower than overall.
SMILES,Luciferase inh,A350 fluor
COc1ccc(CSc2nnc3n(C)c(=O)c4c5c(sc4n23)CCCC5)cc1,1%[25.5 µM],i
Cn1c(NCc2ccco2)nc2c1c(=O)n(Cc1ccc(Cl)c(Cl)c1)c(=O)n2C,2%[25.5 µM],i
O=C(C1=C(O)C(=O)N(CCCN2CCOCC2)C1c1ccccn1)c1cc2ccccc2o1 (stereo not drawn),3%[25.5 µM],i
Cc1ccc(-n2c(SCC(=O)NCc3ccco3)nc3nc4c(cc3c2=O)COC(C)(C)C4)cc1,-4%[25.5 µM],i
CCOC(=O)C(OC(=O)c1sc(=S)n(C)c1C)C(C)=O (stereo not drawn),-1%[25.5 µM],i
COc1cccc(/C(O)=C2/C(=O)C(=O)N(CCCN(C)C)C2c2cccc(Cl)c2)c1 (stereo not drawn),1%[25.5 µM],i
O=C1CCCN1c1ccc(S(=O)(=O)NCc2ccco2)cc1,1%[25.5 µM],i
O=C(NCCOCCOCCNC(=O)c1cccnc1)c1cccnc1,-1%[25.5 µM],u
Cc1cccn2c(=O)c(/C=C(\C#N)S(=O)(=O)c3ccccc3)c(N3CCN(C)CC3)nc12,2%[25.5 µM],2.1e-08M*
COC(=O)c1ccccc1NC=C1C(=O)OC2(CCCCC2)OC1=O,0%[25.5 µM],1.3e-08M*

# 2 entries from above, with tabs.
mol	Luciferase inh	A350 fluor
O=C(C1=C(O)C(=O)N(CCCN2CCOCC2)C1c1ccccn1)c1cc2ccccc2o1 (stereo not drawn)	3%[25.5 µM]	i
CCOC(=O)C(OC(=O)c1sc(=S)n(C)c1C)C(C)=O (stereo not drawn)	-1%[25.5 µM]	i

# Next section
SMILES,Luciferase inh,A350 fluor
CC(=O)c1ccc(O)c(CO)c1,1%[25.5 µM],i
Cc1cc(C)n(S(=O)(=O)Cc2ccccc2)n1,2%[25.5 µM],u
CCCC1CC(=O)OC1(C)C(=O)CSc1n[nH]c(-c2ccccc2)n1 (stereo not drawn),0%[25.5 µM],i
CCSC(SCC)[C@H](O)[C@@H](O)[C@H](O)[C@H](O)CO,1%[25.5 µM],i
CCCOc1ccc(/C(O)=C2/C(=O)C(=O)N(CCN(C)C)C2c2ccc(OC)c(OC)c2)cc1 (stereo not drawn),2%[25.5 µM],i
CC(C)=CCC(C)(C)CNC(=O)NC1CCCCC1,0%[25.5 µM],u
Cc1cc(C)c(C#N)c(SCC(=O)NC2CC2)n1,0%[25.5 µM],i
Cc1ccc2c(=O)c(CN(C)C3CCN(C)CC3)c(C)[nH]c2c1C,1%[25.5 µM],i
COC(=O)CNC(=O)c1c(C)cc(=O)oc1C,1%[25.5 µM],i
Cc1nc(NCCCO)c(C#N)c2c1COC(C)(C)C2,0%[25.5 µM],3.6e-07M*
COc1ccc(-n2ccc(=O)c3c2CCCC3=O)cc1,2%[25.5 µM],i
CCC(=O)Nc1cc(-c2nn(C)c(=O)c3ccccc23)ccc1N1CCCCC1,2%[25.5 µM],u
CC1CN(C2CCN(C(=O)COc3ccccc3)CC2)CC(C)O1 (stereo not drawn),2%[25.5 µM],i
CCN(CC)CCNc1nc2c(c(=O)[nH]c(=O)n2C)n1CCOc1ccccc1,4%[25.5 µM],i
C=CCOC(=O)C(C#N)c1nc2ccccc2nc1N1CCN(c2ccccc2OCC)CC1 (stereo not drawn),0%[25.5 µM],i
CN(Cc1ccccc1)Cc1c[nH]c2ccccc12,1%[25.5 µM],u
Cc1c([C@H]2[C@@H](CC#N)C2(C)C)c2ccccc2n1C,1%[25.5 µM],i
Cc1ccc(N(Cc2cc3ccccc3[nH]c2=O)C(=O)c2ccco2)c(C)c1,0%[25.5 µM],i
ClC(Br)=C(n1cnc2ccccc21)n1cnc2ccccc21,-2%[25.5 µM],i
O=S(=O)(c1ccccc1)N(CC(O)CN1CCCCC1)c1ccccc1 (stereo not drawn),2%[25.5 µM],i
CCOC(=O)c1oc2cc(O)cc(C)c2c(=O)c1-c1cscn1,-2%[25.5 µM],u
COC(=O)c1ccc(Cn2c(O)c(N=O)c3ccccc32)o1,1%[25.5 µM],i
COc1cc(=O)[nH]c(=O)n1CC(=O)c1ccccc1,-3%[25.5 µM],i
CCOC(=O)c1c(C)cccc1OCC(N)=O,0%[25.5 µM],1.4e-06M*
CC1(C)CC(=O)C=C(N=CC2=C(O)CC(C)(C)CC2=O)C1,2%[25.5 µM],1.3e-08M*
CCOC(=O)CC(=O)CSc1[nH]c(=O)cc(C)c1C#N,1%[25.5 µM],i
O=C(CCN1C(=O)c2ccccc2C1=O)OCN1C(=O)c2ccccc2C1=O,1%[25.5 µM],i
CCNC(=O)N(C)c1nncnc1C(=O)NC,4%[25.5 µM],i
C1CCCN(CCCCN2CCCCCC2)CC1,-1%[25.5 µM],2.2e-08M*
COC(=O)c1ccc(N2C(=O)CC(N3CCN(C(=O)c4ccco4)CC3)C2=O)cc1 (stereo not drawn),1%[25.5 µM],i
COC(=O)C1C(=O)CC(C)(O)C(C(=O)OC)C1c1ccccc1F (stereo not drawn),1%[25.5 µM],u
COCCCNC(=O)C(C#N)c1nc2ccccc2nc1N1CCN(Cc2ccccc2)CC1 (stereo not drawn),2%[25.5 µM],1.2e-08M*
CC(C)CCOc1ccc(Cl)cc1CN1CCOCC1,-1%[25.5 µM],u
O=c1cc(NCc2ccccc2)nc2n1CCCS2,-1%[25.5 µM],i
Cc1cccc(N)c1SC1CCCCC1O (stereo not drawn),0%[25.5 µM],i
O=C(O)CC1Sc2nc3ccccc3n2C1=O (stereo not drawn),2%[25.5 µM],i
Cc1cc(=O)oc(C)c1C(=O)N1CCN(C)CC1,3%[25.5 µM],i
COc1ccccc1C1(CC(=O)N2CCOCC2)CCOC(C(C)C)C1 (stereo not drawn),2%[25.5 µM],i
Cc1nc(N2CCN(C(=O)c3ccc(Cl)cc3)CC2)c(C#N)c2c1COC(C)(C)C2,0%[25.5 µM],4e-08M*
Cc1ccccc1N1C(=O)CC(Sc2nnc(-c3ccccc3)o2)C1=O (stereo not drawn),-4%[25.5 µM],i
CCOC(=O)c1ccc(N=CC2=C(O)CC(c3ccco3)CC2=O)cc1 (stereo not drawn),-2%[25.5 µM],i
N#Cc1cccc(-n2c(-c3ccccc3)nnc2-c2ccccc2)c1C#N,-3%[25.5 µM],u
CCOC(=O)Oc1ccc2c(c1)C(C)=CC(C)(C)N2C(=O)OCC,2%[25.5 µM],i
CN(C1CCS(=O)(=O)C1)S(=O)(=O)c1cccc2nsnc12 (stereo not drawn),1%[25.5 µM],i
CCOC(=O)c1c(C)[nH]sc1=S,0%[25.5 µM],4e-08M*
Cc1ccc(S(=O)(=O)c2cc3c(=O)n4ccccc4nc3n(C)c2=N)cc1,1%[25.5 µM],6.2e-07M*
CN(C)CCCn1c(NC(=O)C2CCCCC2)nc2ccccc21,-1%[25.5 µM],i
CCC(=O)O[C@]1(C(=O)CCl)[C@@H](C)C[C@H]2[C@@H]3CCC4=CC(=O)C=C[C@]4(C)[C@@]3(F)[C@@H](O)C[C@@]21C,-1%[25.5 µM],i
CC(C)Oc1ccc(/C(O)=C2/C(=O)C(=O)N(CCN3CCOCC3)C2c2ccccc2)cc1 (stereo not drawn),-3%[25.5 µM],i
CCCCc1c(C)c2ccc(OCC(C)=O)cc2oc1=O,-6%[25.5 µM],6.7e-08M*
# Continuation:
SMILES,Luciferase inh,A350 fluor
CCn1cc(C(=O)NCCc2ccccc2)c(=O)c2cc(F)c(N3CCN(C)CC3)cc21,1%[25.5 µM],u
CCCc1nc(NC2CCCCC2)c(C#N)c2c1COC(C)(C)C2,4%[25.5 µM],2.9e-08M*
COc1ccc(CNc2oc(COc3ccc(Cl)cc3)nc2C#N)cc1,1%[25.5 µM],i
O=C(NCCCn1ccnc1)c1cccnc1,0%[25.5 µM],i
N#CC1(P(=O)(c2ccccc2)c2ccccc2)CC1,-1%[25.5 µM],i
CCOc1cc(C2Nc3ccccc3C(=O)N2c2ccccc2OC)ccc1O (stereo not drawn),0%[25.5 µM],3e-07M*
O=c1/c(=C\c2cccn2-c2ccccc2)sc2nc3ccccc3n12,-2%[25.5 µM],i
CC(NC(=O)c1ccc(=O)oc1)c1ccccc1 (stereo not drawn),-1%[25.5 µM],2.1e-08M*
CCOc1ccc(Br)cc1CC(=O)O,1%[25.5 µM],i
COCCCNc1nc2c(c(=O)n(C)c(=O)n2C)n1Cc1cccc(OC)c1,1%[25.5 µM],6.3e-08M*
CCOC(=O)CC1=NC(=O)CS1,1%[25.5 µM],i
CCc1nc2n[nH]c(N)c2c2c1CSC(C)(C)C2,0%[25.5 µM],i
COc1cccc(C=NCCNC(=O)c2nonc2N)c1O,-1%[25.5 µM],i
COc1cccc(C(=O)N2CCN(S(=O)(=O)Cc3ccccc3)CC2)c1OC,2%[25.5 µM],i
COC(=O)[C@@H](N)Cc1ccc(O)cc1,2%[25.5 µM],u
Oc1ccccc1-c1nc(NCCN2CCOCC2)c2ccccc2n1,-1%[25.5 µM],i
COCCCn1c2nc3ccccc3nc2c2c(=O)n(CC3CCCO3)cnc21 (stereo not drawn),2%[25.5 µM],1.2e-06M*
COc1c(O)ccc2cnn(-c3ccccc3C)c(=O)c12,1%[25.5 µM],i
CC(C)CCNc1nc2c(cc1C#N)COC(C)(C)C2,1%[25.5 µM],9e-07M*
CN1CCC2(CC1)C1CN(C)CC=C1C(C#N)=C(N)C2(C#N)C#N (stereo not drawn),-4%[25.5 µM],1.3e-07M*

# Arranged by count of non-hydrogen atoms (largest number first): some entries from above.
SMILES,Luciferase inh,A350 fluor
COCCCn1c2nc3ccccc3nc2c2c(=O)n(CC3CCCO3)cnc21 (stereo not drawn),2%[25.5 µM],1.2e-06M*
COc1cccc(C(=O)N2CCN(S(=O)(=O)Cc3ccccc3)CC2)c1OC,2%[25.5 µM],i
Oc1ccccc1-c1nc(NCCN2CCOCC2)c2ccccc2n1,-1%[25.5 µM],i
O=c1/c(=C\c2cccn2-c2ccccc2)sc2nc3ccccc3n12,-2%[25.5 µM],i
CN1CCC2(CC1)C1CN(C)CC=C1C(C#N)=C(N)C2(C#N)C#N (stereo not drawn),-4%[25.5 µM],1.3e-07M*
COc1cccc(C=NCCNC(=O)c2nonc2N)c1O,-1%[25.5 µM],i
COc1c(O)ccc2cnn(-c3ccccc3C)c(=O)c12,1%[25.5 µM],i
CC(C)CCNc1nc2c(cc1C#N)COC(C)(C)C2,1%[25.5 µM],9e-07M*
N#CC1(P(=O)(c2ccccc2)c2ccccc2)CC1,-1%[25.5 µM],i
CCc1nc2n[nH]c(N)c2c2c1CSC(C)(C)C2,0%[25.5 µM],i
O=C(NCCCn1ccnc1)c1cccnc1,0%[25.5 µM],i
CCOc1ccc(Br)cc1CC(=O)O,1%[25.5 µM],i
CCOC(=O)CC1=NC(=O)CS1,1%[25.5 µM],i

# (listing goes on)
SMILES,Luciferase inh,A350 fluor
N#C/C(=C\N1CCN(Cc2ccc3c(c2)OCO3)CC1)c1nc2ccccc2s1,0%[25.5 µM],i
Cc1ccc(-n2c(N)c(C(N)=O)sc2=S)cc1,2%[25.5 µM],i
Brc1ccc(-c2cnc3n2CCCC3)cc1,-4%[25.5 µM],i
CCC1(C)Cc2c(sc(NC(=O)CCC(=O)O)c2C#N)CO1 (stereo not drawn),-1%[25.5 µM],i
CCOC(=O)N1CC=C2C(C#N)=C(N)C(C#N)(C#N)[C@H](c3cccs3)[C@H]2C1,0%[25.5 µM],3.5e-08M*
CCOC(=O)CC(=O)CSc1nc2c(cc1C#N)CCCCC2,10µM*,2e-08M*
CCOC(=O)CC(=O)CSc1nc2c(cc1C#N)CCCCCC2,-13%[25.5 µM],2.4e-08M*
Nc1ccc2c(c1)N1CCN=C1S2,-2%[25.5 µM],i
CC1(C)CN(O)CCN1O,0%[25.5 µM],u
CCCc1nc(N2CCOCC2)c(C#N)c2c1CCCC2,0%[25.5 µM],4.5e-08M*
N#C/C(C(=O)NCc1ccco1)=C1/SC(Cc2ccc(Cl)cc2)C(=O)N1c1ccccc1 (stereo not drawn),-1%[25.5 µM],i
CCSc1nnc(N(CCC#N)CCC#N)s1,1%[25.5 µM],i
CCOC(=O)CSc1nc(N(C)C)nc(N(C)C#N)n1,1%[25.5 µM],i
Cc1cc(N2C(=O)C(=O)/C(=C(/O)c3ccccc3)C2c2cccs2)no1 (stereo not drawn),-2%[25.5 µM],i
Cc1ccc(-c2nnc(OCCN3CCOCC3)c3ccccc23)cc1,-3%[25.5 µM],i
N#C/C(=C\c1c(N2CCC(C(N)=O)CC2)nc2ccccn2c1=O)S(=O)(=O)c1ccccc1,2%[25.5 µM],1e-08M*
CCOC(=O)c1c2c(c(=S)n(-c3ccccc3)c1N)CCC2,-2%[25.5 µM],u
COCCCn1c(C)nc2c(c1=O)c1nc3ccccc3nc1n2CCc1ccccc1,5%[25.5 µM],2.4e-07M*
COc1ccccc1C1CC(c2ccc(Cl)cc2)Nc2nc(N)nn21 (stereo not drawn),-2%[25.5 µM],i
COc1ccccc1NC(=O)C1=C(C)NC(SCC(=O)c2ccc(C)cc2)=C(C#N)C1c1ccco1 (stereo not drawn),-4%[25.5 µM],i
COc1ccc(C2C(C#N)=C(SC)NC3=C2C(=O)CC(C)(C)C3)cc1 (stereo not drawn),0%[25.5 µM],1.9e-08M*
CC(C)Cc1nc(N2CCN(C(=O)c3ccco3)CC2)c(C#N)c2c1CCC2,1%[25.5 µM],3e-08M*
COc1ccc(/C(O)=C2/C(=O)C(=O)N(c3nc(C)c(C)s3)C2c2ccco2)cc1 (stereo not drawn),0%[25.5 µM],u
CCCCCOc1ccc(C(=O)NCC(=O)NCC(=O)OCC)cc1,-1%[25.5 µM],i
O=C(O)CC(C(=O)OCCOc1ccccc1)N1CCOCC1 (stereo not drawn),1%[25.5 µM],u
O=C(NCc1ccccc1)/C(=N\O)c1ccccc1,0%[25.5 µM],i
